Bioassay records: PubChem, several laboratories
TDP2 inh: TDP2 (human) inhibition, absorbance primary screen. recombinant TDP2, T5PNP hydrolysis, p-nitrophenol absorbance 415 nm. AID 720702. inhibition, % at 12.8 µM. actives 0.34% (n = 370,000);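 active means inhibition above the mean of all tested compounds plus 3 SD, set per campaign, cut at about 25% in these data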;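 further: 0% = DMSO with enzyme and 100% = buffer with substrate but no TDP2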
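Read-out basis: percent inhibition. System: recombinant human TDP2. Buffer or medium: Mg2+-containing Tris-HCl buffer, pH 7.5. Repeats: single replicate. Timing: reaction 2 h, 37 °C. Benchmarks: high control without enzyme, low control DMSO plus TDP2. Probe or stimulus: 5 mM T5PNP. Doses: 12.8 µM only. Measured by: epi absorbance of p-nitrophenol freed from T5PNP by hydrolysis.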
HTRA1 inh: HTRA1 (human) protease inhibition. Q92743. recombinant HTRA1, FP-rhodamine activity-based probe, fluorescence polarization. inhibition, % at 5.96 µM. actives 0.5% (n = 340,000). AID 504803; in the data active means inhibition above about 36%;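 further: 0% = enzyme with DMSO and 100% = wells lacking enzyme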
GC-B act: GC-B (human) receptor activation; P20594; HEK293-GC-B cells, CNP EC30, cGMP TR-FRET; 0% at EC30 CNP, 100% saturating CNP; activation, % at 10 µM; actives 0.11% (n = 370,000);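 active means activation at 10 µM reaching about 35% in either raw or pattern-adjusted values, limit read from the data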
TCR-CD3 inh: blocks the human TCR-CD3 interaction. TAMRA-labeled TCR probe fluorescence, biochemical. inhibition, % at 9.4 µM. actives 0.37% (n = 360,000); in the data active means inhibition above about 19%;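 further: recombinant mutant TCR 2C K166C tagged with TAMRA read by polarization; 0% = receptor in buffer alone and 100% = receptor with positive control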
SIAE inh: inhibitors of human sialic acid acetylesterase SIAE | inhibition, % at 9.66 µM | SIAE FP-Rh probe binding, fluorescence polarization | Q9HAT2 | actives 0.69% (n = 370,000);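 active means inhibition above a cutoff: mean of compounds within the control limits plus 3 SD of those, cut at about 17% in these data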;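 further: 0% = plate median of compound wells and 100% = probe without SIAE protein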
rCAG RNA binder: molecules binding r(CAG) RNA repeats. r(CAG) RNA repeat, TO-PRO-1 dye displacement fluorescence. inhibition, % at 3 µM. actives 1.3% (n = 370,000). AID 651821;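 active means inhibition above the plate cutoff, the mean of all test compounds on that plate plus 3 SD, cut at about 35% in these data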;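 further: 0% = DMSO alone and 100% = 100 µM mitoxantrone as full dye displacement; higher means more dye released from RNA so lower well fluorescence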
PRMT1 FP inh: blocks human protein arginine methyltransferase 1. recombinant PRMT1, activity-based probe fluorescence polarization. actives 1.3% (n = 370,000). inhibition, % at 2.79 µM. AID 652257;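 active means inhibition above about 21% made by adding two undisclosed values, limit read from the data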
Target sequence (Q99873 whole entry, looked up): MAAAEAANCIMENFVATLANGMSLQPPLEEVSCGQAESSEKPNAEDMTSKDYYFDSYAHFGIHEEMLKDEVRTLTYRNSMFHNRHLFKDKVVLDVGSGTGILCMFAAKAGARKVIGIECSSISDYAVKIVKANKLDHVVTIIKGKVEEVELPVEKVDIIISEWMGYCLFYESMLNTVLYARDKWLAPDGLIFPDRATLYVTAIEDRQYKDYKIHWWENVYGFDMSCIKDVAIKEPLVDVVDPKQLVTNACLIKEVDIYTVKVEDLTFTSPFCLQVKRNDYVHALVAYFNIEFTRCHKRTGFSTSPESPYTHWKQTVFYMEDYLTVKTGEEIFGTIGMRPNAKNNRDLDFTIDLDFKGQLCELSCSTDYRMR
LEDGF integ inh: blocks HIV-1 LEDGF/p75-dependent DNA integration; TR-FRET IN-LEDGF/p75 DNA integration, Eu/Cy5; inhibition, % at 3.7 µM; actives 0.64% (n = 370,000); AID 743269;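 active means inhibition above the screen-wide mean plus 3 SD, cut at about 13% in these data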;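 further: signal is the Cy5 over europium emission ratio at 671 and 618 nm; 0% = plate median of compound wells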
MBD2 DNA inh: MBD2-methylated oligo binding inhibition | actives 0.31% (n = 370,000) | Q9UBB5 | inhibition, % at 4.4 µM | TR-FRET, MBD2 binding to methylated oligonucleotide; in the data active means inhibition above about 13%
Target sequence (Q9UBB5 whole entry, looked up): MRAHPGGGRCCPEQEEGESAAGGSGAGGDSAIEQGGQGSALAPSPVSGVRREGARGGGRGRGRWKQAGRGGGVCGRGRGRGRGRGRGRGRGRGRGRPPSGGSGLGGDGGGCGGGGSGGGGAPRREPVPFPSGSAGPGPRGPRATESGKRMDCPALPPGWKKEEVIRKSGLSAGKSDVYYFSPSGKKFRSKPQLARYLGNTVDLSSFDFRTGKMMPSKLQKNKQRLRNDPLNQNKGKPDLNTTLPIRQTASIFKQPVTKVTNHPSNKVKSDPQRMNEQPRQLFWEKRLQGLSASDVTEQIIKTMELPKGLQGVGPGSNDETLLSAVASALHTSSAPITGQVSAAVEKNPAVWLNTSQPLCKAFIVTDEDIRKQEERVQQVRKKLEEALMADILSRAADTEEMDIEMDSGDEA
mABHD4 FP: inhibitors of mouse ABHD4 | inhibition, % at 8.92 µM | actives 0.54% (n = 370,000) | Q8VD66 | purified mABHD4, FP-Rh probe fluorescence polarization | AID 720543;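 active means inhibition exceeding the mean over every tested compound plus 3 SD, cut at about 30% in these data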;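 further: 0% = plate median of compound wells and 100% = S159A mutant with DMSO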
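Assay system: mABHD4 protein; medium: HEPES pH 7.0, NaCl, Pluronic buffer; dosing: 8.92 µM, single dose; schedule: 45 min + 60 min at 25 °C; signal: FP readout, ex 525 nm / em 598 nm; read-out: normalized percent inhibition of probe labeling; repeats: single replicate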
* hit, by the source's call; . = not tested or not shown.

SMILES	TDP2 inh	HTRA1 inh	GC-B act	TCR-CD3 inh	SIAE inh	rCAG RNA binder	PRMT1 FP inh	LEDGF integ inh	MBD2 DNA inh	mABHD4 FP
CCOc1ccc(CC(=O)OCn2nnc3ccccc3c2=O)cc1	4.5	-0.1	2.3	-0.9	-1.3	-3.8	0.8	-4.8	2.9	1.0
COc1ncnc2c1NC(=O)CS2	-5.3	-8.2	-2.8	0.6	-2.3	8.5	4.6	1.1	10.1	-19.2
CS(=O)(=O)N1CCC(C(=O)N2CCc3ccccc3C2)CC1	0.7	-2.4	5.6	-4.7	0.2	-3.9	-0.5	0.1	4.0	4.5
COC(=O)CN1CC(=O)N(c2ccccc2)C1=S	-11.6	4.6	4.7	-0.8	-7.5	0.6	11.0	-5.1	4.5	-5.1
CS(=O)(=O)CCC(C(=O)N1CCOCC1)N1C(=O)c2cc(Cl)c(Cl)cc2C1=O (stereo unspecified)	4.0	-0.8	-5.2	-6.3	2.5	-4.3	1.1	-0.5	1.2	3.5
CCOC(=O)c1c(C)[nH]c(C(=O)COC(=O)C23CC4CC(CC(Cl)(C4)C2)C3)c1C	1.0	2.3	3.5	1.9	-13.7	2.0	2.1	3.0	1.1	1.0
CCn1cc(/C=C(\NC(=O)c2ccccc2OC)C(=O)N2CCOCC2)c2ccccc21	4.0	-0.8	5.9	-0.1	0.8	2.6	-2.7	1.0	-5.3	3.1
CCOC(=O)C1=C(C)N=c2s/c(=C3/C(=O)Nc4ccccc43)c(=O)n2C1c1ccc(C)cc1 (stereo unspecified)	-7.1	-11.4	8.6	8.3	-31.4	42.6*	22.9*	-5.2	2.2	-12.7
COC(=O)c1c(C)noc1-c1cc(C)on1	1.8	1.1	-1.8	7.5	1.9	-2.0	2.1	-2.5	2.2	3.4
CCCNC(=O)C[C@H]1CC[C@H]2[C@@H](COc3ccc(NC(=O)c4cncs4)cc3C(=O)N2C)O1	3.6	.	6.4	.	2.3	0.4	3.0	3.2	10.0	18.3
O=c1[nH]c2cc3c(cc2cc1C(c1nnnn1CC1CCCO1)N1CCCCCC1)OCCO3 (stereo unspecified)	3.2	0.9	5.0	1.1	4.1	8.6	-1.0	-2.0	-4.0	-1.5
COc1ccc(-c2cc3c(=O)n(CC(=O)N4CCCC4)ncn3n2)cc1	-6.4	12.4	-0.1	-3.2	1.9	-2.4	6.3	-6.4	3.1	1.8
COc1ccccc1-c1nc2ccccc2nc1-c1ccccc1	0.5	-15.8	-5.1	4.6	0.6	-8.0	2.0	3.4	1.3	-2.5
CSc1ccc(S(=O)(=O)NCC(=O)OCC(=O)NCc2ccco2)cc1[N+](=O)[O-]	0.0	1.5	2.4	-6.0	-2.4	7.9	7.3	-1.5	-3.3	-2.8
COc1cc(/C=N/NC(=O)C2c3ccccc3Oc3ccccc32)ccc1O	0.9	-15.2	-1.2	0.0	-4.8	17.3	2.9	2.1	0.1	-5.1
CC1=C(C(=O)OCc2ccccc2)C(c2ccccc2OS(=O)(=O)c2ccc(C)cc2)NC(=O)N1CCCC(=O)O (stereo unspecified)	-8.7	.	-0.3	-1.1	-10.7	34.9*	-0.9	2.5	0.1	-2.9
COC(=O)c1cc(S(=O)(=O)NCc2cccc(OC)c2)cn1C	4.4	2.3	2.0	5.6	6.1	-0.6	3.6	9.2	4.8	4.1
C=CCOC(=O)C1=C[C@@H](c2ccc(Br)cc2)C[C@@H](OCCCCO)O1	3.6	-7.6	-4.3	0.2	1.0	3.9	-0.9	1.7	-1.9	-6.9
CC(=O)NC1(c2cccc(F)c2)CCN(C(=O)Nc2ccc(C#N)cc2)CC1	0.0	0.6	-1.5	-5.7	1.4	1.3	-0.7	-0.7	5.2	-1.4
CCOc1ccc(S(=O)(=O)Nc2nc3ccccc3nc2-n2ccc(=NC(=O)c3ccccc3C)cc2)cc1	6.1	-23.7	3.2	-2.5	-6.0	3.2	-3.9	-1.5	0.8	0.1
CCOc1ccc(-n2nc(C(=O)NCCOC)c3ccccc3c2=O)cc1	3.2	0.2	-5.5	-5.8	0.7	-0.5	1.7	3.1	4.7	-5.3
COc1ccccc1-n1nnnc1SCC(=O)N(C)C1CCS(=O)(=O)C1 (stereo unspecified)	-11.9	0.9	2.0	-5.9	0.5	0.0	-1.7	0.3	-2.7	-2.0
CCCCc1c(-c2ccccc2OC)ncn1Cc1c(F)cccc1F	3.4	.	-9.9	5.0	6.6	1.5	1.5	1.3	2.1	6.7
Cc1noc(C)c1C(=O)Nc1c(F)cc(F)cc1Br	-0.3	2.3	1.3	-3.1	-4.4	-2.7	4.0	-2.2	2.9	1.4
CN(C)CCCn1c(=O)n(Cc2ccccc2)c(=O)c2c3c(sc21)CCCCC3	-8.0	-16.2	-0.4	-5.7	2.6	-1.7	-1.9	-1.8	0.8	11.6
(cont.)
SMILES	TDP2 inh	HTRA1 inh	GC-B act	TCR-CD3 inh	SIAE inh	rCAG RNA binder	PRMT1 FP inh	LEDGF integ inh	MBD2 DNA inh	mABHD4 FP
CC1CCCC(NC(=O)COC(=O)CCC2CCCC2)C1C (stereo unspecified)	-3.8	-5.7	1.2	-2.8	2.7	-3.8	-0.9	1.0	1.2	2.9
COc1ccccc1NC(=O)COc1ccc(C(F)(F)F)cc1[N+](=O)[O-]	0.4	6.3	3.0	-5.1	-11.2	0.7	-0.1	3.0	1.2	-5.1
Cc1cccc(-c2nc3ccccc3c(=O)n2NC(=S)N(C)C)c1	-10.9	-2.0	-4.9	-10.4	-6.7	0.9	15.2	2.6	9.3	-5.0
CN(C)CCCNC(=O)C(=O)NCC1CCCO1 (stereo unspecified)	-12.3	8.6	4.3	0.4	-5.3	-0.9	-10.5	5.2	-2.0	-12.7
CCNc1c2c(nc3ccccc13)CC(C)(C)CC2=O	10.1	-5.9	-3.6	-4.8	-2.1	-1.1	0.3	1.6	3.4	7.6
COc1ccccc1C(=O)Nc1ccnn1C1CCN(CCCc2ccccc2)CC1	-12.3	-0.4	-6.1	2.7	1.5	-7.6	-10.4	0.1	0.2	-4.4
CC(C)C(C)NC(=O)CN1C(=O)NC2(CCCc3ccccc32)C1=O (stereo unspecified)	2.5	-1.1	4.4	3.5	7.0	-1.6	-2.7	-3.7	-0.6	0.5
Cc1ccc(S(=O)(=O)/N=C(/Nc2nc(C)cc(C)n2)N2CCOCC2)cc1	-2.9	-8.2	5.5	4.4	0.5	-2.6	-1.2	-3.1	2.8	0.7
COc1ccc(C(=O)NC2CCN(C(=S)Nc3ccccc3)CC2)cc1	-9.2	3.8	1.2	-1.8	0.2	0.9	-2.3	3.2	4.1	-3.1
Nc1ncnc2c1ncn2[C@@H]1O[C@H](CNCc2ccccc2OCC(=O)N2CCCCC2)[C@@H](O)[C@H]1O	12.8	3.1	-3.9	4.1	2.0	0.2	-1.1	-11.0	1.6	-1.2
CCCSc1nc(SCC(=O)NCc2ccccc2)c2c3c(sc2n1)COC(C)(CC)C3 (stereo unspecified)	-0.1	2.6	1.2	-6.8	-5.0	3.3	2.6	1.9	-0.9	-3.5
Cn1c(=O)c2c(-c3ccccc3)n(-c3cc([N+](=O)[O-])ccc3O)cc2n(C)c1=O	-3.3	1.5	3.7	-2.7	3.6	9.3	5.7	-0.4	-6.6	8.0
COc1cc(NC2c3ccccc3C(=O)N2Cc2ccccc2)cc(OC)c1OC (stereo unspecified)	4.0	1.8	-14.8	8.6	10.9	-5.9	-1.8	-1.1	-1.4	-0.2
COc1ccc2c(c1)N(C)/C(=C1/SC(=S)N(NC(C)=O)C1=O)S2	3.7	2.6	-2.7	-2.5	1.1	5.2	-3.8	-2.6	-6.9	4.0
O=C(CSc1ccc2nnc(-c3ccc(F)cc3)n2n1)N1CCOCC1	-5.5	4.1	5.7	-2.0	-3.8	2.7	-3.5	3.3	1.2	-4.1
COc1ccc(NS(=O)(=O)c2cccc(C(=O)NNC(=O)CNC(=O)c3ccccc3Cl)c2)cc1	3.3	-5.8	2.0	0.1	-3.7	13.2	-1.1	-0.4	2.5	1.5
O=C(O)C1=C(Nc2ccccc2)OCC1=O	-3.7	12.8	3.6	1.6	-4.0	0.3	-4.3	2.7	-2.4	-0.7
O=C(OCc1nnc(-c2ccccc2)o1)c1ccc2ccccc2n1	-2.5	-8.3	1.8	4.9	-7.3	4.5	-0.5	-1.2	-5.7	-4.5
Cn1cccc1C(=O)NCc1ccccn1	0.9	5.7	-1.3	5.4	2.1	2.9	-0.3	-0.7	-3.1	2.9
O=C(CN1C(=O)CC(c2ccco2)Sc2ccccc21)Nc1ccc2c(c1)OCCO2 (stereo unspecified)	-10.1	-5.1	1.6	-3.9	-6.2	-2.0	2.5	-4.6	2.5	-1.9
O=C(NCc1ccccc1)[C@H]1CCCN1C(=O)[C@H]1CCCN1C(=O)c1cccc2ccccc12	8.8	.	3.6	3.4	-1.7	0.9	5.0	-3.2	-1.3	5.0
COc1ccc(-n2c(SCC(=O)NCC3CCCO3)nc3n[nH]c(C)c3c2=N)cc1 (stereo unspecified)	6.0	-2.9	-3.4	-5.6	0.7	-5.2	-2.4	1.1	-0.8	4.7
FC(F)Oc1ccc(NC(=S)NC2CCSc3ccccc32)cc1 (stereo unspecified)	-5.7	-13.5	-0.8	3.5	-12.1	7.0	-0.9	0.3	-0.7	-23.9
Cn1c2ccccc2c2cc(/C=N/NC(=O)c3ccc(N)cc3)ccc21	12.0	0.3	-5.1	6.6	24.5*	17.4	-2.8	-0.7	-7.4	17.5
CCOC(=O)C1=CN(Cc2cccc(F)c2)S(=O)(=O)NC1c1ccc2ccccc2c1 (stereo unspecified)	3.0	-40.0	-3.3	-1.5	-36.4	14.3	-3.3	-2.1	-5.3	-40.6
CN(CC(=O)NC1CC1)S(=O)(=O)c1ccc(Br)cc1	-1.9	6.2	-0.1	1.5	-2.0	3.0	0.4	-3.4	-0.9	6.1
Cc1cc(NC(=O)CSc2nnc(-c3ccccc3C)n2C)no1	-3.9	5.9	-1.6	2.3	-0.3	0.2	3.0	1.9	-1.5	3.2
CN1CCN(C(c2cccc(C(F)(F)F)c2)c2nnnn2C(C)(C)C)CC1 (stereo unspecified)	-4.0	-1.9	-4.6	5.3	-2.7	-6.0	-1.5	0.3	0.0	4.0

Only part of the results is shown (hit frequency here may not be typical).
